# Source: PubChem
# SNCA expr inh = inhibitors of alpha-synuclein (SNCA) gene expression | 140,000 compounds, 0.17% hits | Potency, µM (highest dose often 57.2 µM), for the others: at the highest dose activity change, negative = inhibition, hits mostly inhibitors | HEK-293 SNCA-luciferase knock-in, luminescence, 24 h | AID 1671194;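 also: potency is read from the fitted curve at half-maximal effect; plate controls were DMSO cells for no effect and cell-free wells for full effect; nearly all actives have a fitted effect of over 45% in size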
# Luciferase inh = blocks purified firefly luciferase enzyme activity. 76,000 compounds, 2.5% hits. Potency, µM (doses to about 115 µM), for inactives: top-dose activity change, negative = inhibition, actives largely listed as inhibitors. P08659. AID 1347043. purified P. pyralis luciferase, luminescence, biochemical; also: potency is read from the fitted curve at half-maximal effect; nearly all actives have a fitted effect of over 65% in size
#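 Luminescence read by CCD imager after adding enzyme (10nM final) to wells holding compound, titrated in qHTS. Substrates 10uM each D-luciferin and ATP; buffer 50mM Tris acetate pH 7.5, 10mM Mg acetate, Tween-20, BSA.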
# SNCA viab count = counter-screen for SNCA expression inhibitors: cell viability; HEK-293-SNCA-luc viability, GF-AFC fluorescence, 24 h; 150,000 compounds, 0.12% hits; AID 1671193; Potency, µM (titrated, usually from 57.1 µM), for the others: at the top dose activity change, negative = cytotoxicity, actives largely listed as cytotoxic;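 also: potency is read from the fitted curve at half-maximal effect; 0% = DMSO-treated cells and -100% = medium-only wells without cells; nearly all actives have a fitted effect of over 30% in size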
#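 HEK-293-SNCA-luc cells (1500/well) plated 24 h, then exposed 24 h to a dilution series; GF-AFC added 30 min at 37C, fluorescence 405/540 nm; normalised to medium-only and DMSO wells, Hill fit.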
# IP6K1 inh = IP6K1 kinase inhibition. Q92551. IP6K1 kinase, ADP-Glo luminescence, 2 h; active compounds read low. activity change, % (series mostly up to about 58 µM). 140,000 compounds, 0.81% hits; in the data active = activity change below about -25%
# Target sequence (Q92551 whole entry, looked up): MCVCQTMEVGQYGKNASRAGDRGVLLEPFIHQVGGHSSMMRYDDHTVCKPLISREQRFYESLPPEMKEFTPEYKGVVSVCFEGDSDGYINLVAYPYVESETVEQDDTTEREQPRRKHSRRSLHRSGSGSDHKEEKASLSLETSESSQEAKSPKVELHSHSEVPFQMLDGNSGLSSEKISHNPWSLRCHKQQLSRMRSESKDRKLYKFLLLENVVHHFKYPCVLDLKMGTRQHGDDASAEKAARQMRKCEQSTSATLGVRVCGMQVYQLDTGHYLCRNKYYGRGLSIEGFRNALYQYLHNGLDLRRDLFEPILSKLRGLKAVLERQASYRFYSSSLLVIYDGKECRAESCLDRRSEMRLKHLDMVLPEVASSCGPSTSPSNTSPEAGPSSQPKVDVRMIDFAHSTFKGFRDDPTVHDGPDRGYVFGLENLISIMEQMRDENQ
#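 ADP-Glo luminescence measures ADP made by human IP6K1 during a 2 h RT reaction with ATP/IP6 (mix at 1.3 mM/130 uM); top library doses 57.5 and 19.1 uM final.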
# NIH3T3 tox = NIH 3T3 cell cytotoxicity | Potency, µM (highest dose often 96.7 µM), without a hit: at the top dose activity change, negative = cytotoxicity, most hits filed as inhibitors | NIH 3T3 viability, CellTiter-Glo ATP luminescence, 48-72 h | 94,000 compounds, 4.3% hits; also: potency is read from the fitted curve at half-maximal effect; nearly all actives have a fitted effect of over 55% in size
#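 NIH 3T3 cells at 400 cells/well received 23 nL of compound by pintool and were incubated 48 or 72 h at 37 °C. Viability was read as ATP-coupled CellTiter-Glo luminescence.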
# GPT2 inh = GPT2 alanine aminotransferase inhibition; Potency, µM (highest dose often 57.7 µM), without a hit: top-dose activity change, negative = inhibition, hits mostly inhibitors; 100,000 compounds, 0.25% hits; Recombinant GPT2, coupled pyruvate oxidase/HRP Amplex Red fluorescence; AID 1671188; also: potency is read from the fitted curve at half-maximal effect; nearly all actives have a fitted effect of over 60% in size; many of its hits are not listed in these tables
# Target sequence (Q8TD30 whole entry, looked up): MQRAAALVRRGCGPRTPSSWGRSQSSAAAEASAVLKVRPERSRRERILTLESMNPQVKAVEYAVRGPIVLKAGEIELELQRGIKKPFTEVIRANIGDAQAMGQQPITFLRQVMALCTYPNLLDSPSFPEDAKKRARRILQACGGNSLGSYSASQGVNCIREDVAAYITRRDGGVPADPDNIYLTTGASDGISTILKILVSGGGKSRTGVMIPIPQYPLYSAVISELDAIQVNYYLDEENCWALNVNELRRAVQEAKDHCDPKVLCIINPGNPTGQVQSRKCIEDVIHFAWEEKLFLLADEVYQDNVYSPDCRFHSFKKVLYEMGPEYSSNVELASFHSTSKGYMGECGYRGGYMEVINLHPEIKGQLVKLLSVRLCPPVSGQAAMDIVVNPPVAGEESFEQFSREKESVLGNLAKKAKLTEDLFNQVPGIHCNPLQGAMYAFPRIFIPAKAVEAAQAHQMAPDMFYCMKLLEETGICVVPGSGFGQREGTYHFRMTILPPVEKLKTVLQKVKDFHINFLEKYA
#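 Inhibition is scored from Amplex Red fluorescence generated when pyruvate oxidase and HRP act on pyruvate released by GPT2. Reactions contain 10ng/uL enzyme, 250uM a-KG and 2mM L-alanine and run 30 min at room temperature.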
# HEK293 tox = cytotoxic compounds in HEK 293 cells. HEK 293 viability, ATP luminescence (CellTiter-Glo), 48-72 h. Potency, µM (titrated, usually from 115 µM), for the others: at the top dose activity change, negative = cytotoxicity, usual class: inhibitors. 94,000 compounds, 6.6% hits. AID 1345083; also: potency is read from the fitted curve at half-maximal effect; nearly all actives have a fitted effect of over 60% in size
#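 qHTS cytotoxicity; HEK 293, 250 cells/well; compound pinned; 48 or 72 hr, 37 degree Celsius, 5% CO2, 95% humidity; CellTiter-Glo, 10 min RT; luminescence (ATP).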
# * hit, by the source's call; i = inactive; ? = inconclusive; . = not tested or not shown; [ ] = remark or other dose. Unless noted, calls follow the shape of the dose curve; as a rule, active = well fitted curve in the direction sought with a large enough effect; inconclusive = small, poorly fitted or top-dose-only effect, or another doubt; inactive = no such curve, though single readings can be large; an effect the other way counts as inactive or inconclusive. Unless noted, % is scaled to controls: 0 for no effect and ±100 for the full control effect. Some of the compounds tested. The share of hits here may be higher or lower than overall.
SMILES,SNCA expr inh,Luciferase inh,SNCA viab count,IP6K1 inh,NIH3T3 tox,GPT2 inh,HEK293 tox
O=c1c2nc(-c3cccc(O)c3)ccc2ncn1Cc1ccccn1,0%[87.6 µM],9%[172 µM],-6%[87.6 µM],20,20µM*,-5%[88.5 µM],-19%[172 µM]
Cc1cn2nc(C(=O)N3CCC(NC(=O)Cc4ccc(Cl)cc4)CC3)cc2c(=O)[nH]1,-10%,3%,-17%,10,i,i,9%
CCOc1ccccc1CN1CCC(CC2CC2)(NS(C)(=O)=O)CC1,-10%,.,-10%,9,-33%,-3%,?
CC1CCN(c2ncncc2-c2nc(-c3ccccc3)no2)CC1,24%,?,4%,-13,?,4%,79µM*
O=C(CCCn1ccnc1)N[C@@H]1COCC[C@@H]1OCc1cscn1,1%,12%,2%,-6,-2%,i,5%
COc1cccc(-n2cc(C(=O)Nc3cc(OC)c(OC)c(OC)c3)c3ccccc3c2=O)c1,?,.,-20%,7,.,.,.
CCC(C)NC(=O)Cn1nc2c(cc1=O)CCCCC2 (configuration not stated),51%[activator],-8%,3%,8,i,i,0%
CCc1nc(SC)ncc1C(=O)N1CCN(c2cc(C)ccc2C)CC1,10%,.,22%,-8,.,.,.
Nc1nonc1C(=O)NCCNCc1ccccc1F,-6%,.,0%,13,.,.,.
O=C(NCc1ccccc1)C1CCCN1c1nccc(Nc2ccccc2F)n1 (configuration not stated),-8%,.,-5%[12.5 µM],0,-32%,i,?
CN(C)c1ccc(CN[C@H]2CC(C)(C)[C@@H]3C[C@@](C)(O)CC[C@]23CCC(=O)NCCc2c[nH]c3ccccc23)cc1,?,-4%,?,-1,18µM*,?,18µM*
CC(=O)NCCc1ncc(C)n1C1CCCCC1,1%,-4%,11%,-1,-3%,-3%,-1%
CC(=O)NCCNC(=O)[C@@H]1Cc2cn(Cc3c(C)noc3C)c3cccc(c23)[C@H](CC(C)C)N1,1%,-4%,2%,-4,-16%,4%,?
Fc1ccc(-c2nc3nccc(-c4ccsc4)n3n2)cc1Cl,51%[activator],-7%,-13%,-9,-13%,2%,?
Cc1noc(C)c1[S+](=O)([O-])N1CCC(C(=O)N2CCCC(c3nc4ncccc4[nH]3)C2)CC1 (configuration not stated),37%[activator],.,7%,-6,-13%,i,3%
O=C(c1nc(-c2cccc(C(F)(F)F)c2)c2cnccn12)N1CCCC1,-9%,-7%,6%,11,?,i,?
O=C(N[C@@H]1CN(Cc2cccc(F)c2)C[C@H]1CO)c1ccccc1,?,5%,?,6,?,1%,7.1µM*
O=C(c1cccc(Cn2cccn2)c1)N1CCCC(OCc2cccnc2)C1 (configuration not stated),-8%,-8%,0%,17,-23%,2%,-26%
Cc1nnc2ccc(N3CCN(S(=O)(=O)c4ccccc4)CC3)nn12,.,.,.,9,?,.,-12%
Cc1cccc(N2CCN(C(=O)c3c(C)oc4ncnc(N5CCOCC5)c34)CC2)c1C,21%,.,14%,-10,.,.,.
Cn1ccnc1C(=O)N1CCC2(CC1)CC(N(Cc1ccccc1)C1CC1)CCO2 (configuration not stated),-5%,0%,4%,-12,?,i,?
COc1ccc(S(=O)(=O)N2CCc3nnc(C4CC4)n3CC2)cc1,-7%,.,12%,2,-21%,1%,-20%
COc1cc(OC)cc(C(=O)N2CC(=O)Nc3ccc(Cl)cc3C2c2ccccc2)c1 (configuration not stated),31%[activator],.,1%,-5,.,.,.
COCc1nnc2n1CCC(NC(=O)c1ccoc1)CC2 (configuration not stated),-5%,-11%,-12%,-8,?,2%,-8%
CC(=O)NC1CCN(c2ccc3nnc(C4CC4)n3n2)C1 (configuration not stated),.,.,.,-10,?,.,-8%[172 µM]
COc1cccc(CN2C[C@@H]3C(=O)N(CCN4CCc5ccccc5C4)C(=O)[C@@H]3C2)c1,?,-9%,-7%,-2,-25%,i,?
O=C1Nc2ccccc2C1(c1ccc(O)cc1)c1ccc(O)cc1,-8%[25.6 µM],.,-18%[23.9 µM],5,.,0%,.
O=C1NC(C(=O)Nc2ccccc2F)Cn2cccc21 (configuration not stated),2%,21%,3%,-3,i,i,-6%
COc1ccc(CNC(=O)Cn2c(-c3ccc(F)cc3)nc(C)cc2=O)cc1OC,3%,0%,3%,9,-3%,-1%,13%
O[C@H]1CC[C@@H](Cc2cc(-c3ccc(F)cc3)on2)O[C@@H]1CNC1CCNCC1,85%[activator][87.6 µM],3%[172 µM],-1%[87.6 µM],3,-29%[174 µM],i,-24%[172 µM]
Cc1ccc(Nc2nc3ccc(C(=O)c4ccccc4)cc3n3c(C)nnc23)c(C)c1,0%,.,2%,3,.,.,.
O=C(Nc1ccc(F)cc1F)N1CCC(CCNC(=O)C2(c3ccccc3)CC2)CC1,-17%,10%,7%,-13,-25%,i,?
CN1C(=O)c2cccn2CC1CNC(=O)c1ccccc1 (configuration not stated),9%,0%,0%,-9,-20%,i,?
COc1ccc(CCN2CC(NC(=O)c3csc(C)n3)CC2=O)cc1 (configuration not stated),9%,-10%,4%,8,-9%,i,i
O=C(CCn1ccc(=O)[nH]c1=O)N1CCC(c2[nH]ncc2-c2ccccc2)CC1,-4%,1%,0%,28,-15%,-30%,-11%
Cn1ccnc1CN[C@@H]1C[C@H](CO)[C@@H](O)[C@H]1O,-17%[87.6 µM],-4%[230 µM],15%[87.6 µM],-2,i,i,4%[230 µM]

# Some of the entries so far, bar-delimited.
canonical_smiles | SNCA expr inh | Luciferase inh | SNCA viab count | IP6K1 inh | NIH3T3 tox | GPT2 inh | HEK293 tox
Cn1ccnc1C(=O)N1CCC2(CC1)CC(N(Cc1ccccc1)C1CC1)CCO2 (configuration not stated) | -5% | 0% | 4% | -12 | ? | i | ?
COc1ccc(S(=O)(=O)N2CCc3nnc(C4CC4)n3CC2)cc1 | -7% | . | 12% | 2 | -21% | 1% | -20%
COc1cc(OC)cc(C(=O)N2CC(=O)Nc3ccc(Cl)cc3C2c2ccccc2)c1 (configuration not stated) | 31%[activator] | . | 1% | -5 | . | . | .
COCc1nnc2n1CCC(NC(=O)c1ccoc1)CC2 (configuration not stated) | -5% | -11% | -12% | -8 | ? | 2% | -8%
CC(=O)NC1CCN(c2ccc3nnc(C4CC4)n3n2)C1 (configuration not stated) | . | . | . | -10 | ? | . | -8%[172 µM]
COc1cccc(CN2C[C@@H]3C(=O)N(CCN4CCc5ccccc5C4)C(=O)[C@@H]3C2)c1 | ? | -9% | -7% | -2 | -25% | i | ?
O=C1Nc2ccccc2C1(c1ccc(O)cc1)c1ccc(O)cc1 | -8%[25.6 µM] | . | -18%[23.9 µM] | 5 | . | 0% | .
O=C1NC(C(=O)Nc2ccccc2F)Cn2cccc21 (configuration not stated) | 2% | 21% | 3% | -3 | i | i | -6%
COc1ccc(CNC(=O)Cn2c(-c3ccc(F)cc3)nc(C)cc2=O)cc1OC | 3% | 0% | 3% | 9 | -3% | -1% | 13%
O[C@H]1CC[C@@H](Cc2cc(-c3ccc(F)cc3)on2)O[C@@H]1CNC1CCNCC1 | 85%[activator][87.6 µM] | 3%[172 µM] | -1%[87.6 µM] | 3 | -29%[174 µM] | i | -24%[172 µM]
Cc1ccc(Nc2nc3ccc(C(=O)c4ccccc4)cc3n3c(C)nnc23)c(C)c1 | 0% | . | 2% | 3 | . | . | .
O=C(Nc1ccc(F)cc1F)N1CCC(CCNC(=O)C2(c3ccccc3)CC2)CC1 | -17% | 10% | 7% | -13 | -25% | i | ?
CN1C(=O)c2cccn2CC1CNC(=O)c1ccccc1 (configuration not stated) | 9% | 0% | 0% | -9 | -20% | i | ?

# The results go on:
SMILES,SNCA expr inh,Luciferase inh,SNCA viab count,IP6K1 inh,NIH3T3 tox,GPT2 inh,HEK293 tox
O=C(Cn1cccc1-c1nc(-c2ccc(F)cc2)no1)Nc1ccc(Cl)cc1,10%,11%,4%,34,2%,i,-15%
CCOc1ccc(CCNC(=O)c2nn(C)c3c2CSc2ccccc2-3)cc1,?,.,4%,28,.,.,.
CC(C)NC(=O)C1CCCN1c1nc2ncccc2o1 (configuration not stated),-3%[87.6 µM],0%[172 µM],2%[87.6 µM],5,-7%[138 µM],-10%[88.5 µM],-14%[172 µM]
CN(Cc1ccccc1)Cc1cn([C@H]2CO[C@H]3[C@@H]2OC[C@@H]3NCc2ccccc2)nn1,30%[87.6 µM],-11%[172 µM],6%[87.6 µM],1,?,i,?
O=C1NC(NS(=O)(=O)c2ccccc2)(C(F)(F)F)C(=O)N1c1ccc(F)cc1 (configuration not stated),-7%,.,2%,6,.,.,.
CCOCc1nc(C2CCCN(C(=O)Cc3cccc(F)c3)C2)no1 (configuration not stated),-4%,-2%,11%[12.5 µM],21,-1%,i,7%
CCc1cccc(CC)c1NC1=NS(=O)(=O)c2ccccc21,-16%,.,-10%,4,.,.,.
CCO[C@H]1CN(C(=O)Cc2nc(C)sc2C)C[C@@H]1O,7%,0%,-3%,-7,-13%,-6%[11.5 µM],-5%
CCOc1ccc(C(C)NC(=O)C2CCCN(c3cnc4nccnc4c3)C2)cc1 (configuration not stated),-20%,3%,-5%,-6,-12%,-9%,?
O=C(NCCc1nc2ccccc2[nH]1)C1CC(=O)N(c2n[nH]c3ccccc23)C1 (configuration not stated),12%,0%,8%,33,i,-5%,1%
Cc1nn(-c2ccccc2)c2c1C(C)N(C1CCN(C(=O)c3ccc(Cl)nc3)CC1)C2=O (configuration not stated),.,.,.,-4,35µM*,.,?
CCC(C)C1NC(=O)C2C(C)CCN2C(=O)C(CC(O)CO)OC(=O)CCNC(=O)C(C)N(C)C(=O)C(C(C)C)N(C)C1=O (configuration not stated),.,.,-8%[23.9 µM],-4,.,i,.
